GRP78 ERSR act: ER stress response induction in glioma. U87-MG GRP78 promoter luciferase reporter, 16 h. Potency, µM, for the others: at the top dose activation, most hits filed as activators. 0.02% of 420,000 active; note: potency is the fitted concentration of half-maximal effect; series mostly up to about 76 µM; % of control where 0% means no effect; nearly all actives have a fitted effect of over 35% in size
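Stably transfected U87-MG glioma cells carrying a GRP78-based luciferase sensor; 16 h compound incubation. Luminescence end-point read 10 min after Bright-Glo addition at room temperature.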
RGS4 inh: blocks human RGS4-accelerated GTP hydrolysis | Transcreener GDP fluorescence polarization, RGS4-accelerated GTP hydrolysis | Potency, µM (top dose mostly 114 µM), for inactives: at the top dose activity change, negative = inhibition, actives largely listed as inhibitors | AID 504845 | 0.039% of 390,000 active | P49798; note: potency is the fitted concentration of half-maximal effect; % is set by controls: 0 for no effect and ±100 for the full control effect; nearly all actives have a fitted effect of over 75% in size; some results filed as inactive show a strong effect at the top dose
Target sequence (P49798 whole entry, looked up): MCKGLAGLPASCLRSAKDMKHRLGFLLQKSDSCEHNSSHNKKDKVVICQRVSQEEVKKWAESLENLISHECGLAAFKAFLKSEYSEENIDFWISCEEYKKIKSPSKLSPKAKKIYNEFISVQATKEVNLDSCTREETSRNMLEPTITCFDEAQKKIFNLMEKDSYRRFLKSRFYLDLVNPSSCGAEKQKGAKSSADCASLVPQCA
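MLSMR compounds (23 nl, pin-transferred) preincubated 10 min at room temperature with a 500nM (2x) first reagent, then RGS4 at 900nM (2x) plus Transcreener GDP mix added; fluorescence polarization (620/688 nm) read before and after 90 min at 30 °C.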
LDHA inh: LDHA (human) enzyme inhibition | P00338 | purified LDHA, NADH/diaphorase-resazurin fluorescence; active compounds read low | activity change, % (values are at about 110 or 230 µM) | 0.15% of 480,000 active; in the data active = activity change below about -30%; inconclusive = mostly about -25% to -30%;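 note: plate controls were DMSO wells for no effect and wells without enzyme for full effect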
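Human LDH5 (2 nM) was incubated with 0.06 mM NADH and 0.2 mM pyruvate for 5 min at room temperature in Tris pH 7.4. Remaining NADH was coupled through diaphorase/resazurin, and resorufin fluorescence was read at 0 and 20 min.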
Vif-APOBEC3F blk: inhibitors of Vif-A3F interaction | HeLa A3F-eYFP + Vif (tagged APOBEC3F with the HIV-1 protein that degrades it), YFP fluorescence increase | Potency, µM (doses to about 46.1 µM), for the others: top-dose activity, negative = active | 0.2% of 390,000 active; note: potency is the fitted concentration of half-maximal effect; % of control where 0% means no effect; nearly all actives have a fitted effect of over 65% in size
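Fluorescence increase (Ex 488/Em 500-530) after overnight compound treatment at 37 deg C flags inhibition of Vif-driven A3F-eYFP loss in stable HeLa A3F-eYFP/Vif cells seeded overnight beforehand.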
D2 antag: antagonizes the human D2 dopamine receptor | AID 485344 | HEK293 TREx D2 cells, calcium flux, dopamine EC80 | 2% of 340,000 active | inhibition, % at 10 µM | P14416; in the data active = inhibition above about 30%; note: 0% is about no effect
Target sequence (P14416 whole entry, looked up): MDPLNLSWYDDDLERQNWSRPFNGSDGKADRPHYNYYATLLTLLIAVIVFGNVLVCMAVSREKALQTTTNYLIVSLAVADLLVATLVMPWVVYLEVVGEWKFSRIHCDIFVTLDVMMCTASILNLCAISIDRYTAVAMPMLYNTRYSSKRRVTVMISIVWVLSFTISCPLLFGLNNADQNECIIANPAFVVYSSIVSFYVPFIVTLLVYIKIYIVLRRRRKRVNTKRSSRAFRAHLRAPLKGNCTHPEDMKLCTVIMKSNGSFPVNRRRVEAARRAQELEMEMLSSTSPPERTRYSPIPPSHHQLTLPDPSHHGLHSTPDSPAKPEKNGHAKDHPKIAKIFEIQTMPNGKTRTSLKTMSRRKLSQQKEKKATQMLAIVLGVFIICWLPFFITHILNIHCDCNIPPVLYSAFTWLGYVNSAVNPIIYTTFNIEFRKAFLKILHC
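Read-out: kinetic calcium fluorescence (1 cycle/s) in inducible HEK293 T-REx D2 cells after an EC80 dopamine addition that followed 180 s compound preincubation. Loss of the dopamine response indicates antagonism.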
ERG Ets-DNA blk: ERG Ets/DNA interaction inhibition. Potency, µM (highest dose often 76.9 µM), without a hit: at the highest dose FP activity, negative = inhibition, hits mostly inhibitors. P11308. fluorescence polarization, His-ERG Ets domain / labelled DNA. 0.028% of 370,000 active; active = well fitted inhibition curve with a large enough effect in the polarisation, with a control signal flat; inconclusive = small, poorly fitted or top-dose-only effect, or effect the other way, or a change in a side signal; inactive = no such curve, though single readings can be large or run the other way; the % refers to the polarisation;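 note: polarization taken with two DNA probes labelled with fluorescein and Texas red; potency is the fitted concentration of half-maximal effect; % of control where 0% means no effect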
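His-tagged ERG Ets domain (1 uM in the protein solution; 300mM KCl, 50mM Tris-HCl, 1mM EDTA, 1mM DTT, pH 7.5) received compound, then a probe mix of 5 nM fluorescein-DNA and 100nM Texas-615-DNA. Fluorescence polarization was read for both dyes.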
D2 ag: D2 dopamine receptor (human) agonism | HEK293 T-REx D2 cells, calcium flux agonist mode | activation, % at 2 µM | 0.53% of 340,000 active;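 active = activation over 3 SD above normal in the single-dose calcium agonist read, cut at about 30% in these data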; note: 0% is about no effect
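Agonism scored from kinetic calcium signal (1 read/sec, 180 s) following compound pin transfer, after a 10 s baseline. Cells: HEK293 Trex line expressing inducible D2 receptor coupled to calcium, dye-loaded after overnight culture at 30 C.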
ALOX12 inh: ALOX12 (human) lipoxygenase inhibition | purified 12hLO, xylenol orange hydroperoxide absorbance | 1.1% of 580,000 active | P18054 | Potency, µM (highest dose often 108 µM), without a hit: top-dose activity change, negative = inhibition, hits mostly inhibitors; note: potency is the fitted concentration of half-maximal effect; % is set by controls: 0 for no effect and ±100 for the full control effect
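Hydroperoxide product was detected by ferrous iron/xylenol orange as the 573 to 405 nm absorbance ratio. Arachidonic acid at 40 uM (final) was turned over for 30 min at room temperature by 150 nM human 12hLO, pH 7.0 Hepes buffer, after 15 min compound preincubation.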
Vif-A3G inh: inhibitors of Vif-APOBEC3G interaction; Potency, µM (series often up to 46.1 µM), without a hit: top-dose activity, negative = active, actives largely listed as inhibitors; 0.076% of 410,000 active; Q9HC16; HeLa A3G-eYFP + Vif (tagged APOBEC3G with the HIV-1 protein that degrades it), YFP fluorescence, overnight;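 note: potency is the fitted concentration of half-maximal effect; % is set by controls: 0 for no effect and ±100 for the full control effect; nearly all actives have a fitted effect of over 60% in size; hits raise eYFP signal because A3G escapes Vif-driven loss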
Target sequence (Q9HC16 whole entry, looked up): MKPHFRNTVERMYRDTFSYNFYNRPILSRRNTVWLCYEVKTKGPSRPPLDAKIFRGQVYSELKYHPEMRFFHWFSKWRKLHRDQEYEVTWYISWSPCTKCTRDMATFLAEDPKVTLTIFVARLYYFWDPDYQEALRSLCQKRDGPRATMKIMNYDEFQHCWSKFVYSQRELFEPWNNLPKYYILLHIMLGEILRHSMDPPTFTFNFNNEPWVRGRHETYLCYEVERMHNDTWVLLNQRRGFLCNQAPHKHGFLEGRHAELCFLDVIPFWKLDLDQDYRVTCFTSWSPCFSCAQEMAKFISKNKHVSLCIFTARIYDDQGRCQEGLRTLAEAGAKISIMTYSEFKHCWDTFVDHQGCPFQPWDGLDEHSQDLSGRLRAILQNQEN
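Read-out is eYFP fluorescence (Ex 488/Em 500-530) from Vif-expressing HeLa A3G-eYFP cells; more signal means A3G escaped Vif-mediated degradation. Cells plated overnight, compound pinned in, incubated overnight at 37 deg C.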
The depositor's hits bear a star; ? = inconclusive; . = not tested or not shown; [ ] = another dose, or the depositor's remark. Unless noted, calls come from the whole dose curve; as a rule, active = well fitted curve in the direction sought with a large enough effect; inconclusive = small, poorly fitted or top-dose-only effect, or another doubt; inactive = no such curve, though single readings can be large; an effect the other way counts as inactive or inconclusive. Only part of the results is shown; rates above refer to the full screens.

SMILES	GRP78 ERSR act	RGS4 inh	LDHA inh	Vif-APOBEC3F blk	D2 antag	ERG Ets-DNA blk	D2 ag	ALOX12 inh	Vif-A3G inh
CCNC(=S)Nc1ccc(NC(=O)c2ccccc2O)cc1	-3.5%	-16.3%	-4.4	0.2%	-2.8	0.8%	-0.4	?	0.5%
COc1cc(C2NC(=O)NC(O)(C(F)(F)F)C2C(=O)c2ccc(Cl)cc2)ccc1O (stereo not given)	-6.0%	-13.6%	-0.5	.	17.8	-3.8%	0.1	-13.1%	-7.3%
COc1ccc(NC(=O)c2ccc3[nH]c(C)cc(=O)c3c2)cc1	-1.6%	15.8%	-4.0	-2.1%	.	2.6%	1.7	-9.9%	-2.0%
CCCc1cc(=O)[nH]c(SCC(=O)Nc2ccc(C(=O)Nc3ccccc3OC)cc2)n1	-5.6%	-22.6%	-6.0	8.8%	.	-6.2%	.	1.9%	-0.7%
CCCCc1ccc(C(=O)N/C(=C\c2ccc(C)cc2)C(=O)NC2CCCCC2)cc1	.	-1.6%	-4.1	.	.	-13.4%	0.3	?	.
COc1ccc(Nc2ncnc3onc(-c4ccc(Cl)cc4)c23)cc1Cl	0.4%	12.5%	3.5	-22.3%	.	-1.6%	5.1	-5.5%	?
COc1ccc(NS(=O)(=O)c2ccc(N3CCOCC3)c(NC(=O)c3ccccc3Br)c2)cc1	-1.4%	-5.9%	-4.2	-19.0%	.	-11.2%	.	-2.3%	-5.0%
CN(c1ccc(C(=O)NCc2ccccn2)cc1)S(C)(=O)=O	-1.8%	-10.4%	-13.4	-0.4%	-6.0	.	0.3	12.9%	0.5%
COc1ccc(C(=O)C(C)[n+]2ccc(C)c3ccccc32)cc1[N+](=O)[O-] (stereo not given)	3.2%	9.8%	-3.1	?	-8.0	41.6%[activator]	5.5	?	5.62µM*
CCCN(C(=O)CSCc1ccc(Cl)cc1)c1c(N)n(Cc2ccccc2)c(=O)[nH]c1=O	-6.4%	-22.5%	-3.7	1.8%	5.1	.	0.2	-19.0%	-5.0%
CC(=NCC1CCCO1)c1c(O)[nH]c(=O)[nH]c1=O (stereo not given)	-3.2%	8.5%	-7.5	-5.5%	18.8	-5.0%	0.2	?	-1.2%
Cc1ccc(NC(=O)CC2C(=O)N(Cc3ccccc3)C(=S)N2NC(=O)c2ccccc2)c(C)c1 (stereo not given)	-4.5%	9.9%	-7.0	-18.6%	-13.5	-2.5%	0.9	-16.7%	1.9%
CCOC(=O)C1=CN(Cc2cccc(F)c2)S(=O)(=O)N(C)C1CCc1ccccc1 (stereo not given)	-2.0%	5.0%	-3.8	4.8%	.	-6.6%	.	5.0%	-2.0%
Cc1ccc(C)c(NC(=S)N(CCc2nc3cc(C)c(C)cc3[nH]2)Cc2cccnc2)c1	-3.6%	7.6%	-8.1	0.1%	-2.7	.	-0.3	2.1%	2.0%
Cc1ccc(C)c(NC(=O)C2CCCN(S(=O)(=O)c3c(C)nn(C)c3C)C2)c1 (stereo not given)	1.0%	-15.8%	-0.9	?	-3.4	7.6%	0.8	-8.9%	0.5%
O=C(Nc1ccc(-c2nc3ccccc3s2)c(O)c1)c1ccc(Br)cc1	-3.0%	13.5%	-2.1	3.8%	.	-8.4%	1.0	0.0%	-2.2%
Cc1ccccc1-n1ncc2c1CC(C)(C)CC2NC(=O)CSc1ccncc1 (stereo not given)	-3.8%	0.0%	-2.1	0.4%	0.3	5.9%	1.1	3.4%	0.0%
COc1ccccc1NC(CC(=O)c1ccccc1)C(=O)OCC(=O)c1ccc(F)cc1 (stereo not given)	-2.3%	?	-8.1	0.4%	.	-1.8%	.	7.0%	-0.4%
Cc1cc(=O)n2[nH]c(SCc3ccc(Cl)cc3)nc2n1	-2.0%	4.3%	-2.7	17.2%	-7.6	12.6%	-0.9	0.0%	2.2%
Cc1ccc(-n2nnnc2SCc2nnc(-c3ccccc3Br)o2)cc1	1.3%	-2.3%	-0.2	-22.6%	0.1	.	-1.6	6.2%	1.6%
Cc1ccc(C)n1-c1ccc(C(=O)N2CCC(C(N)=O)CC2)cc1	-3.4%	-27.4%	-4.0	-29.9%	-16.0	1.3%	6.3	-1.8%	0.9%
Cc1ccc(NC(=O)CCC(=O)N2CCSc3ccccc32)cc1Cl	-0.6%	2.2%	-8.2	-1.3%	.	-8.2%	0.3	-16.9%	0.5%
CCN(CC)c1ccc(NC(=O)CSc2nc(C3CC3)nc3ccccc23)cc1C	-6.2%	-28.1%	-5.2	-26.2%	-12.7	-16.0%	-2.6	-20.9%	?
Cc1cc2nsnc2c(S(=O)(=O)N2CCN(C)CC2)c1C	-6.0%	7.0%	-4.1	0.9%	-10.9	8.7%	0.8	-3.4%	0.5%
NC(=O)C1(N2CCCCC2)CCN(C(=S)Nc2ccc(F)cc2)CC1	-4.5%	-0.7%	-4.1	0.0%	21.4	-6.7%	1.9	-14.3%	1.9%

The final three compounds of the section above are carried over, then new ones follow:
SMILES	GRP78 ERSR act	RGS4 inh	LDHA inh	Vif-APOBEC3F blk	D2 antag	ERG Ets-DNA blk	D2 ag	ALOX12 inh	Vif-A3G inh
CCN(CC)c1ccc(NC(=O)CSc2nc(C3CC3)nc3ccccc23)cc1C	-6.2%	-28.1%	-5.2	-26.2%	-12.7	-16.0%	-2.6	-20.9%	?
Cc1cc2nsnc2c(S(=O)(=O)N2CCN(C)CC2)c1C	-6.0%	7.0%	-4.1	0.9%	-10.9	8.7%	0.8	-3.4%	0.5%
NC(=O)C1(N2CCCCC2)CCN(C(=S)Nc2ccc(F)cc2)CC1	-4.5%	-0.7%	-4.1	0.0%	21.4	-6.7%	1.9	-14.3%	1.9%
NC(=O)Cc1c[nH]c2cccc(O)c12	-6.5%	-20.5%	8.2	4.7%	1.9	-2.9%	-0.7	0.0%	0.0%
CC1(C)CC(=O)C2=C(C1)N=c1s/c(=C/c3ccc(F)c(F)c3)c(=O)n1C2c1ccc(F)cc1 (stereo not given)	1.9%	11.2%	-1.8	2.8%	8.7	12.1%	1.0	-13.8%	1.3%
Cc1nc(N2CCN(Cc3ccc(Cl)cc3)CC2)c2oc3ccccc3c2n1	-2.1%	-16.0%	2.1	-27.6%	-1.9	14.0%	-1.3	?	-12.8%
N=C1S/C(=C\c2ccco2)C(=O)N1c1ccc2c(c1)OCO2	3.4%	-41.3%	-2.5	-13.3%	.	18.1%	.	?	-14.3%
Cc1[nH]c2ccc(OC(=O)N3CCOCC3)cc2c1C(=O)OC(C)C	-1.6%	2.5%	2.4	-5.0%	-8.7	1.3%	-0.1	7.0%	1.4%
c1ccc2c(c1)nnn2CNc1nccs1	-3.4%	-14.5%	-0.9	-12.0%	-5.7	-0.6%	0.0	-5.9%	1.5%
NC(=O)CSc1ccc(S(=O)(=O)N2CCOCC2)cn1	4.1%	-11.9%	-5.9	-15.6%	-14.4	-10.8%	0.0	?	-2.5%
Cc1ccsc1/C=N/NC(=S)NCCc1ccccc1	1.3%	0.4%	-5.9	2.5%	6.0	-1.6%	0.2	?	-1.6%
CC(C)(CCC(=S)N1CCOCC1)C1CCCCC1	4.3%	-46.2%	-0.1	5.9%	-20.3	-5.9%	1.1	?	0.0%
CCOC(=O)Nc1cc2c(c(N)n1)N=C(c1ccccc1)CN2	1.8%	-27.0%	-0.9	22.4µM*	.	6.9%	.	0.2%	?
COc1ccc(N2CCN(CCNC(=O)c3nnc(Cc4c(F)cccc4Cl)o3)CC2)cc1	-0.2%	-1.6%	0.0	-3.5%	-12.9	3.6%	0.4	-6.8%	0.8%
Cc1ccccc1C(=O)NC(CC(C)C)C(=O)Nc1cccc(S(=O)(=O)N(C)C)c1 (stereo not given)	-5.2%	6.0%	-10.1	0.2%	15.9	6.0%	2.1	13.2%	-4.0%
CC1CN(C(=O)CCC(=O)NC(C)c2ccccc2)c2cc(Cl)ccc2O1 (stereo not given)	-3.7%	-6.8%	0.7	0.4%	12.7	12.0%	0.5	8.3%	-5.5%
COc1ccccc1N(C)C(=O)c1cc(S(=O)(=O)N2CCCC2)cn1C	-0.6%	17.7%	-4.8	-10.3%	.	-16.4%	.	14.3%	2.5%
CC(=O)Nc1cccc(-c2ccnc3c2CC(C(=O)NC(C)C)O3)c1 (stereo not given)	-1.0%	.	-7.8	.	.	.	.	15.7%	-3.0%
CC(C)CNC(=O)c1ccc(NC(=O)c2ccccc2[N+](=O)[O-])cc1	-3.2%	7.5%	3.3	-5.9%	4.4	.	0.7	16.0%	-0.7%
OC(CNCc1ccccc1)c1ccccc1 (stereo not given)	-5.0%	-4.8%	-6.1	2.6%	5.8	2.1%	0.5	3.9%	5.0%
CC1(C(=O)NS(=O)(=O)c2ccc(F)cc2F)CCN1C(=O)C1(c2ccc(Cl)cc2)CCC1 (stereo not given)	-0.5%	.	-1.4	.	.	.	.	?	2.9%
CCO[C@H]1OC(C(=O)NCc2nc3ccccc3[nH]2)=C[C@@H](c2ccc(Br)cc2)[C@@H]1CCCO	-5.3%	15.5%	-3.6	5.4%	.	-6.8%	.	-15.9%	-18.6%
CCCNC(=O)C1CCN(Cc2cc3ccccc3n2Cc2ccccc2)CC1	-4.1%	-14.4%	1.3	-4.5%	.	1.2%	0.8	-25.5%	-1.2%
CCOC(=O)c1sc(=S)n(Cc2ccccc2)c1N	3.7%	-15.8%	-4.0	-5.1%	-12.7	-0.1%	1.8	?	-11.1%
Cn1c(=S)[nH]c2cccnc21	-3.4%	-23.0%	-4.1	7.6%	-5.4	9.2%	-1.3	?	6.0%

Screening data: PubChem, National Center for Advancing Translational Sciences (NCATS)
